# Compound activity: PubChem BioAssay, National Center for Advancing Translational Sciences (NCATS)
# Tau fluor counter = Counterscreen qHTS for Inhibitors of Tau Fibril Formation, Fluorescence Polarization. tau K18 P301L Alexa594 fluorescence, heparin fibrillization. Potency, µM (series often up to 57.7 µM), for inactives: top-dose activity change, negative = decrease. actives 0.93% (n = 280,000); further: on the % scale 0 is the no-effect control and ±100 the full control effect; nearly all actives have a fitted effect of over 55% in size
#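 Human K18 P301L tau (15 uM unlabeled plus 0.24 uM Alexa 594-labeled, final) in 100 mM sodium acetate pH 7 was mixed with compound and 20 uM heparin and incubated 6 hr at 37 C.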
# Tau ThT inhib = qHTS for Inhibitors of Tau Fibril Formation, Thioflavin T Binding; Microtubule-associated protein tau (Homo sapiens), P10636; recombinant tau K18 P301L, heparin-induced fibrillization, ThT fluorescence; Potency, µM (series often up to 57.4 µM), without a hit: at the top dose activity, negative = inhibition, hits mostly inhibitors; actives 2.1% (n = 270,000); further: on the % scale 0 is the no-effect control and ±100 the full control effect; nearly all actives have a fitted effect of over 55% in size
# Target sequence (P10636 561-689 P618L limits assumed): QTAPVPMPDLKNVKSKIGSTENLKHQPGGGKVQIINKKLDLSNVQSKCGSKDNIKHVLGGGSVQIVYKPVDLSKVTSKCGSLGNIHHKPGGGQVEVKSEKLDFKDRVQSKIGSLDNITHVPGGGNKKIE
#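 ThT emission at 510 nm, taken 1 hr after adding 30 uM dye, quantifies aggregates formed when 20 uM heparin acts on human tau K18 P301L for 6 hr at 37 C.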
# GAA inh = qHTS Assay for Inhibitors of Human alpha-Glucosidase as a Potential Chaperone Treatment of Pompe Disease | Lysosomal alpha-glucosidase (Homo sapiens), P10253 | purified human GAA, 4-MU-alpha-glucoside fluorescence | Potency, µM (top dose mostly 76.9 µM), for inactives: top-dose activity change, negative = inhibition, hits mostly inhibitors | actives 0.005% (n = 200,000) | AID 1466, 2008;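 further: plate controls were uninhibited enzyme wells for no effect and no-enzyme background for full effect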
#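 Compounds are titrated up to 77 uM against 4 nM human enzyme. Substrate 4-methylumbelliferyl-alpha-D-pyranoside (400 uM) reacts 20 min at room temperature in pH 5.0 buffer; liberated 4-methylumbelliferone is read at 440 nm.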
# Tau FP inhib = qHTS for Inhibitors of Tau Fibril Formation, Fluorescence Polarization; AID 1468, 2008; actives 0.39% (n = 280,000); K18 P301L tau heparin fibrillization, Alexa594 FP, 6 h; Potency, µM (top dose mostly 57.7 µM), for inactives: top-dose activity, negative = inhibition, actives largely listed as inhibitors; further: on the % scale 0 is the no-effect control and ±100 the full control effect; nearly all actives have a fitted effect of over 55% in size
#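 Read-out: fluorescence polarization of Alexa 594-labeled tau (0.24 uM), 555 nm excitation, 632 nm emission. Mixtures held 15 uM unlabeled K18 P301L, compound and 20 uM heparin, pH 7 acetate buffer, incubated 6 hr at 37 C.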
# HTT cytoprotect = qHTS Multiplex Assay to Identify Dual Action Probes in a Cell Model of Huntington: Cytoprotection (ATP); PC12 HTT-Q103 induced, cytoprotection, ATP luminescence, 40 h; Potency, µM (highest dose often 56.4 µM), without a hit: cytoprotection (ATP increase), hits mostly activators; actives 0.14% (n = 230,000); AID 1471, 2008;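 further: % of control where 0% means no effect; nearly all actives have a fitted effect of over 45% in size; toxic huntingtin expression switched on by the ecdysone agonist tebufenozide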
#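 Stable PC12 Q103-GFP cells in serum-supplemented, phenol red-free DMEM; induction by tebufenozide at 100 nM final; compound dose series; cell viability quantified luminescently from ATP.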
# GAA glycogen mod = qHTS Assay for Inhibitors and Activators of Human alpha-Glucosidase Cleavage of Glycogen; AID 2100, 2009; Potency, µM (highest dose often 76.4 µM), for inactives: at the highest dose activity change, negative = inhibition, hits mostly inhibitors; actives 0.38% (n = 300,000); recombinant GAA, glycogen substrate, Amplex Red glucose oxidase fluorescence;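 further: 0% = full enzyme reaction and -100% = no-enzyme basal signal; the screen sought inhibitors and activators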
#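 Recombinant human enzyme (4 nM); glycogen substrate; 37 C, 40 min, pH 5.0. Readout: coupled glucose oxidase/Amplex Red fluorescence.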
# aGlu spleen mod = qHTS Assay for Inhibitors and Activators of Human alpha-Glucosidase From Spleen Homogenate. Lysosomal alpha-glucosidase (Homo sapiens), P10253. actives 0.006% (n = 240,000). human spleen homogenate, 4-MU-alpha-glucoside fluorescence. Potency, µM (highest dose often 79.9 µM), without a hit: at the highest dose activity change, negative = inhibition, hits mostly inhibitors. AID 2112, 2009;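 further: 0% = enzyme with vehicle and -100% = no enzyme basal signal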
#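 Enzyme source: human spleen homogenate, 1 ug/well. Buffer 50 mM citric acid/K phosphate pH 5.0, 0.01% Tween-20. 4-MU-alpha-glucoside 1 mM; 37 C x 40 min; NaOH/glycine stop; fluorescence.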
# aGal spleen mod = qHTS Assay for Inhibitors and Activators of Human alpha-Galactosidase From Spleen Homogenate. Alpha-galactosidase A (Homo sapiens), P06280. human spleen homogenate, 4MU-alpha-Gal fluorescence, 40 min. Potency, µM (doses to about 80 µM), for the others: at the highest dose activity change, negative = inhibition, hits mostly inhibitors. actives 0.008% (n = 240,000);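 further: 0% = enzyme with vehicle and -100% = no enzyme basal signal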
# Target sequence (P06280 32-429 limits assumed): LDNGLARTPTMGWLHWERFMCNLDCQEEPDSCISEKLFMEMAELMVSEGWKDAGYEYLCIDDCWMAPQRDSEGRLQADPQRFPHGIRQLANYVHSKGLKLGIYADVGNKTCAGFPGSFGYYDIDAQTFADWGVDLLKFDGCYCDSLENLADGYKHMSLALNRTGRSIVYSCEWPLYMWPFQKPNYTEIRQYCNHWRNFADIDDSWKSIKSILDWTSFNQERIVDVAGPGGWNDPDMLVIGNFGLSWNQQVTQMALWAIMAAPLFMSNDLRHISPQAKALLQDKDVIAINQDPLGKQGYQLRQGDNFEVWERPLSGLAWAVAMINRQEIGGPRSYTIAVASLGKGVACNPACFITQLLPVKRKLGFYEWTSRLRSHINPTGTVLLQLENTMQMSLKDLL
#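 Human spleen homogenate (1 ug) as enzyme source, 4-methylumbelliferyl-alpha-D-galactopyranoside 1 mM final, citrate/phosphate pH 5.0 with 0.01% Tween-20. Compounds 40 min at 37C, NaOH/glycine stop; fluorescence Ex 365/Em 440, Hill-fit AC50.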
# Active calls of the source: *; u = inconclusive; x = not tested or not shown; [ ] = dose if it differs, or a comment. The call rests on the fitted dose curve; in most records, active means well fitted curve in the direction sought with a large enough effect; inconclusive means small, poorly fitted or top-dose-only effect, or another doubt; inactive means no such curve, though single readings can be large; an effect the other way counts as inactive or inconclusive. Potency means the concentration at half of the fitted maximal effect. An unsorted share of the library; overall some 3.3% were active at least once.
1: Cc1nnc2c(-c3ccccc3)nc3ccccc3n12
2: Cc1ccc2nc(-c3ccccc3N)[nH]c2c1
3: CCOC(=O)C1=C(CN2CCN(CC)CC2)NC(=O)NC1c1ccc(Cl)cc1 (stereo not drawn)
4: CNS(=O)(=O)c1cccc(C(=O)OC2CCCCC2=O)c1 (stereo not drawn)
5: N#Cc1c(C(F)(F)F)cc(-c2cccs2)nc1SCc1ccccc1F
Compound,1,2,3,4,5
Tau fluor counter,-5%,u,-9%,-4%,-15%
Tau ThT inhib,-13%,u,-1%,-10%,0%
GAA inh,-5%,u,x,4%,x
Tau FP inhib,-3%,-2%,-4%,-3%,u
HTT cytoprotect,-7%,-109%[inhibitor][1.9 µM],x,-7%,x
GAA glycogen mod,8%,13%,15%[76.3 µM],0%,9%[76.3 µM]
aGlu spleen mod,0%,-4%,x,-5%,x
aGal spleen mod,8%,-8%,x,2%,x

6: CC(C)(C)C1(C)OC(C(N)=O)C(C(N)=O)O1 (stereo not drawn)
7: Cc1ccc(S(=O)(=O)Nc2nc(C)c(C(=O)Nc3ccccc3)s2)cc1
8: O=c1c2c3c(sc2ncn1/N=C/c1ccc([N+](=O)[O-])o1)CCCC3
9: CC(=O)Nc1ccc(S(=O)(=O)N(C)c2ccccc2)cc1
10: COC(=O)Cc1ccc(NC(=S)Nc2ccc(N3CCOCC3)cc2)cc1
Compound,6,7,8,9,10
Tau fluor counter,-1%,-4%,u,-7%,-11%
Tau ThT inhib,-6%,-5%,20µM*,-6%,u
GAA inh,u,2%,2%,6%,8%
Tau FP inhib,-6%,-2%,-15%,-3%,-9%
HTT cytoprotect,5%,-24%[10 µM],-111%[inhibitor],-7%,10%[10 µM]
GAA glycogen mod,5%,14%,3%,-6%,-25%
aGlu spleen mod,2%,-11%,0%,-6%,5%
aGal spleen mod,8%,-8%,9%,-8%,-6%

11: CC1(C)NC(=O)N(CCCSc2ccc(Cl)cc2)C1=O
12: CC(=O)c1c(C)[nH]c(C(=O)OCC(=O)NCCC(C)C)c1C
13: O=C1CC(=O)C(n2cncn2)C(c2c(F)cccc2Cl)C1 (stereo not drawn)
14: Cn1nnnc1SCc1nnc(-c2ccc(F)cc2)o1
15: COc1ccccc1Nc1nnc(SCc2cc(=O)n3cc(C)ccc3n2)s1
Compound,11,12,13,14,15
Tau fluor counter,-3%,4%,-4%,-5%,-15%
Tau ThT inhib,-5%,6%,-12%,-5%,u
GAA inh,-2%,1%,0%,-10%,-8%
Tau FP inhib,-5%,-2%,10%,9%,7%
HTT cytoprotect,2%,-9%,2%[10 µM],-9%,29%[10 µM]
GAA glycogen mod,3%,6%,-1%,-5%,7%
aGlu spleen mod,2%,3%,-2%,-9%,-4%
aGal spleen mod,1%,3%,6%,1%,-9%

16: c1ccc(C2=Nc3cccnc3C(c3ccccc3)=NN2)cc1
17: O=C(Nc1cnn(Cc2ccccc2)c1)NC12CC3CC(CC(C3)C1)C2
18: CCC(=O)NC(=S)Nc1ccc(NC(=O)COc2ccc([N+](=O)[O-])cc2)cc1
19: CCCCCCCCCC(=O)Nc1cccnc1
20: Cc1onc(-c2c(F)cccc2Cl)c1C(=O)OCC(=O)c1c[nH]c2ccccc12
Compound,16,17,18,19,20
Tau fluor counter,-7%,u,-20%,-17%,18µM*[quencher]
Tau ThT inhib,-8%,-19%,u,-9%,-3%
GAA inh,-6%,-3%,0%,2%,x
Tau FP inhib,-5%,u,6%,3%,18µM*
HTT cytoprotect,-21%,-22%,x,-7%[10 µM],23%[10 µM]
GAA glycogen mod,-13%,-4%,-11%,4%,-6%
aGlu spleen mod,-5%,-13%,-21%,-6%,-5%
aGal spleen mod,-2%,-16%,-7%,-4%,1%

# Overlap with the part before: 4 compounds, followed by the next part.
17: O=C(Nc1cnn(Cc2ccccc2)c1)NC12CC3CC(CC(C3)C1)C2
18: CCC(=O)NC(=S)Nc1ccc(NC(=O)COc2ccc([N+](=O)[O-])cc2)cc1
19: CCCCCCCCCC(=O)Nc1cccnc1
20: Cc1onc(-c2c(F)cccc2Cl)c1C(=O)OCC(=O)c1c[nH]c2ccccc12
21: COc1ccc(NC(=O)c2nc[nH]c2C(=O)Nc2ccccc2C)cc1
22: CC(=O)c1cc(-c2ccccc2)n(CCC(=O)NC(C)(C)C)c1C
23: CCc1nc(C)cn1S(=O)(=O)c1cc(F)ccc1OC
24: O=C(Nc1ccc(F)cc1)c1cc(S(=O)(=O)N2CCCCC2)cs1
25: COCCNS(=O)(=O)c1ccc(C2CNC(=O)C2)cc1 (stereo not drawn)
Compound,17,18,19,20,21,22,23,24,25
Tau fluor counter,u,-20%,-17%,18µM*[quencher],-19%,-3%,-14%,u,2%
Tau ThT inhib,-19%,u,-9%,-3%,-14%,1%,-10%,-7%,-5%
GAA inh,-3%,0%,2%,x,-1%,0%,-3%,-9%,-6%[15.4 µM]
Tau FP inhib,u,6%,3%,18µM*,u,-3%,-2%,-11%,5%
HTT cytoprotect,-22%,x,-7%[10 µM],23%[10 µM],-75%[inhibitor],-33%[inhibitor],-8%[10 µM],-9%,-8%
GAA glycogen mod,-4%,-11%,4%,-6%,-2%,-4%,0%,-14%,14%
aGlu spleen mod,-13%,-21%,-6%,-5%,6%,-2%,-2%,-3%,-5%
aGal spleen mod,-16%,-7%,-4%,1%,10%,3%,-4%,-8%,-6%

26: CCCC(=O)Nc1ccc(-c2cnc(-c3ccc(NC(=O)CCC)cc3)nc2)cc1
27: Nc1nonc1-c1noc(COc2ccccc2Cl)n1
28: C/C(CCN1CCCCc2nc(C)c(C)cc21)=N\O[C@@H](C)CN1CCCc2nc(C)c(C)cc21
29: Fc1ccc(Oc2ncccn2)c(F)c1
30: CCO[C@H]1OC(C(=O)N2CCCCCCC2)=C[C@@H](c2ccc(C(F)(F)F)cc2)[C@@H]1CCCO
Compound,26,27,28,29,30
Tau fluor counter,-7%,-20%,-4%[11.6 µM],10%,-3%
Tau ThT inhib,-20%,u,-10%[11.5 µM],3%,-6%
GAA inh,-9%,2%,x,-1%,x
Tau FP inhib,-11%,-6%,-1%[11.6 µM],-2%,9%
HTT cytoprotect,u,-31%,17%[10 µM],25%[10 µM],-5%[10 µM]
GAA glycogen mod,-4%,1%,x,13%,-14%
aGlu spleen mod,1%,-4%,2%[17.4 µM],-8%,3%
aGal spleen mod,4%,-3%,10%[17.5 µM],3%,2%

31: Cc1nonc1OCCNc1ccc([N+](=O)[O-])cc1
32: CC1(C)Cc2c(c(N3CCOCC3)nc3sc4c(N5CCOCC5)nnnc4c23)CS1
33: C=CCN(c1ccc(C(=O)Nc2ccc(C)cc2)cc1)S(C)(=O)=O
34: Cn1cnnc1SCC(=O)Nc1ccc2nc(SCc3ccccc3Cl)sc2c1
35: N#Cc1cc2c(=O)n3ccccc3nc2n(CCCn2ccnc2)c1=N
Compound,31,32,33,34,35
Tau fluor counter,-16%,-5%,-8%,u,4%
Tau ThT inhib,u,-12%,-3%,-11%,1%
GAA inh,-26%,1%,x,-7%,-4%
Tau FP inhib,-5%,5%,-8%,u,6%
HTT cytoprotect,-30%[10 µM],-23%[10 µM],-14%[10 µM],-14%[10 µM],-4%
GAA glycogen mod,9%,0%,13%,0%,9%
aGlu spleen mod,-7%,1%,1%,-6%,-5%
aGal spleen mod,-5%,4%,2%,-4%,6%

36: CCOc1ccc(-n2c(SCc3ccc(C#N)cc3)nnc2-c2cccnc2)cc1
37: CCOC(=O)C1CCCN(C(=O)Cn2ncc3c(C)n(Cc4ccccc4Cl)c(C)c3c2=O)C1 (stereo not drawn)
38: O=C(COc1ccc(C(=S)N2CCOCC2)cc1)Nc1ccccc1C(F)(F)F
39: COc1cccc(C(=O)/C=C/Nc2ccc(S(=O)(=O)Nc3cnc4ccccc4n3)cc2)c1
40: CCOc1ccc2c(c1)C(c1ccc(C)cc1)=NNC(c1ccc(OC)cc1)=N2
Compound,36,37,38,39,40
Tau fluor counter,-1%,-2%,-9%,1%,u
Tau ThT inhib,-3%,u,-4%,0%,u
GAA inh,2%,x,3%,1%,-7%
Tau FP inhib,-7%,5%,-5%,2%,8%
HTT cytoprotect,-23%,x,-19%[10 µM],-17%[10 µM],-6%
GAA glycogen mod,2%,-9%[76.3 µM],18%,0%,-5%
aGlu spleen mod,-22%,x,5%,-2%,-7%
aGal spleen mod,14%,x,5%,-4%,-3%

41: COCCn1c(CCc2ccccc2)n[nH]c1=S
42: Nc1ncc2c(n1)-c1cc(Cl)ccc1SC2
43: COc1ccc(N(CC(=O)Nc2cccc(N(C)S(C)(=O)=O)c2)S(=O)(=O)c2ccccc2)cc1Cl
44: COC(=O)C/C(C)=N/Nc1ccc(S(=O)(=O)N2CCCC2)cc1[N+](=O)[O-]
45: Cc1cccn2c(Nc3ccccc3)c(-c3ccc(N4CCOCC4)cc3)nc12
46: COc1ccc(C(=O)c2cnc[nH]2)cc1
Compound,41,42,43,44,45,46
Tau fluor counter,-2%,1%,u,-23%,u,8%
Tau ThT inhib,-3%,0%,3%,u,u,4%
GAA inh,10%,-3%,-12%,2%,x,x
Tau FP inhib,2%,u,u,5%,6%,3%
HTT cytoprotect,-5%[10 µM],-38%[inhibitor],-77%[inhibitor],0%[10 µM],x,4%[10 µM]
GAA glycogen mod,9%,16%,-5%,u,4µM*,4%
aGlu spleen mod,9%,4%,-1%,-9%,x,1%
aGal spleen mod,2%,4%,-10%,8%,x,-1%
